# Assay outcomes (PubChem)
# PfHsp90 set2: growth inhibition of yeast expressing Plasmodium Hsp90; S. cerevisiae expressing PfHsp90, BacTiter-Glo ATP, 48 h; yeast lacking PDR1 and PDR3 efflux regulators; inhibition, % at 9.4 µM; actives 0.32% (n = 310,000);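 active means every replicate shows inhibition above about 80%, whatever the replicate mean, limit read from the data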;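 further: 0% = DMSO neutral controls and 100% = 20 µM radicicol positive controls; yeast relying on Plasmodium falciparum Hsp90 in place of its own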
# HTR5A ag: HTR5A agonism, opioid heterodimer counter-screen. P47898. HTR5A agonist assay, luminescence, cell-based. activation, % at 9.3 µM. actives 0.61% (n = 340,000); in the data active means activation mostly above about 9.5%, no sharp cut-off; inactive means mostly below about 7.6%;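 further: 0% = cells with vehicle only and 100% = reference agonist; strong numbers were not always called active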
# HTR5A inv ag: HTR5A inverse agonism, opioid heterodimer counter-screen | inhibition, % at 9.3 µM | P47898 | HTR5A cell line, luminescence | actives 0.083% (n = 340,000) | AID 504634; in the data active means inhibition mostly above about 23%, no sharp cut-off; inactive means mostly below about 18%;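 further: 0% = cells with DMSO and 100% = no-cell wells with DMSO; some compounds called inactive have numbers as strong as hits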
# E coli growth: bacterial growth inhibition, counter-screen for AddAB inhibitors; E. coli V3065 growth, OD600 absorbance, 18 h; inhibition, % at 11.9 µM; actives 0.27% (n = 330,000);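 active means inhibition above the campaign's mean inhibition across all tested compounds plus 3 SD, cut at about 9.9% in these data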;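 further: uninfected addAB+ strain grown without phage in ampicillin broth; 0% = DMSO wells and 100% = ciprofloxacin 0.95 µg/ml wells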
# SUMO Mot1 rescue: inhibitors of SUMOylation pathway: yeast Mot1-301 growth rescue; S. cerevisiae Mot1-301 growth rescue, ATP luminescence, 38.5C; percent above DMSO median, 100 means doubled; growth rescue, % at 18.8 µM; actives 1% (n = 320,000); AID 2716;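 active means every valid replicate shows activation above 250% relative to neutral control wells; inactive means the rest, any valid replicate at or below 250%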;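 further: OY570 slx delta 5 strain wells were the positive control but not used for scaling; some compounds called inactive have numbers as strong as hits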
# MOR-DOR inv ag: inverse agonists of human mu-delta opioid receptor heterodimerization; inhibition, % at 9.3 µM; actives 0.21% (n = 340,000); cell-based MOR-DOR heterodimer luminescence, inverse agonism; in the data active means inhibition above about 22%, passing the limit was not always enough;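 further: 0% = cells with DMSO and 100% = wells without cells with DMSO; values of inactives mirror those of a sister screen read the other way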
# Target sequence (P35372 whole entry, looked up): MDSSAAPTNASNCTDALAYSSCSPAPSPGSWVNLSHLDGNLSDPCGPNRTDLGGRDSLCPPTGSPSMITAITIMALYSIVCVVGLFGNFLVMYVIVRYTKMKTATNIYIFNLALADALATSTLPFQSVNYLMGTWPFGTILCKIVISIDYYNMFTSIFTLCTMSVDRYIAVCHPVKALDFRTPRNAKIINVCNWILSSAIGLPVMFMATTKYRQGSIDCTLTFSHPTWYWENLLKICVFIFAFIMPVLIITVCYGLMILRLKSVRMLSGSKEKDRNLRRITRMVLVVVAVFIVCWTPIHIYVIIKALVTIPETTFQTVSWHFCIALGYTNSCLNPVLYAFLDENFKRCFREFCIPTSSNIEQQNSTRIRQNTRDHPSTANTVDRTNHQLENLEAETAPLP
# Target sequence (P41143 whole entry, looked up): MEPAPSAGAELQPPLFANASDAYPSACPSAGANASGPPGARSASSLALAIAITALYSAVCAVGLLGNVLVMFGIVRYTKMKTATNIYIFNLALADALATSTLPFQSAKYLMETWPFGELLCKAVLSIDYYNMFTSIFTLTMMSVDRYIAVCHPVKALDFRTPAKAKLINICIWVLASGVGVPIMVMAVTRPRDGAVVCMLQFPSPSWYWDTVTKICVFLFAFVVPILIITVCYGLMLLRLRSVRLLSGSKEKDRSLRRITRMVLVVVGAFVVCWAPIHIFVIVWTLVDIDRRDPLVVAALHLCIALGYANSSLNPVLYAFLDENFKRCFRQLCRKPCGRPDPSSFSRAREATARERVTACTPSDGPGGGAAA
# OPRM1-OPRD1 ag: agonists of human mu-delta opioid receptor heterodimerization. P35372+P41143. cells, OPRM1-OPRD1 heterodimerization, luminescence. activation, % at 9.3 µM. actives 0.3% (n = 340,000); in the data active means activation above about 18%;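 further: 0% = vehicle-treated cells and 100% = reference agonist; values of inactives mirror those of a sister screen read the other way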
# phage Ecoli inh: E. coli growth loss with phage present. growth absorbance. inhibition, % at 11.9 µM. actives 0.26% (n = 360,000); in the data active means inhibition above about 11%
# Pemphigus Ab inh: human desmoglein-3 autoantibody binding inhibition. P32926. DSG3-coupled beads, scFv-anti-DSG3-GFP binding, flow cytometry; stronger effect = lower value. binding (percent of control), % at 10 µM. actives 0.48% (n = 310,000);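 active means binding more than 3 SD below its plate's average and above zero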;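 further: hits lower antibody fragment binding to DSG3; some compounds called inactive have numbers as strong as hits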
# PKA-R1A act: PKA-R1A complex activation; AID 504707; actives 0.083% (n = 340,000); activation, % at 11.4 µM; P00514+P68181; PKA-R1A dissociation, Cy5-IP20 fluorescence polarization; scaled: DMSO 0%, 113 µM cGMP 100%;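 active means percent activation above the mean of all tested compounds plus 3 SD, cut at about 19% in these data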;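 further: higher means more PKAc released from R1A so a rise in polarization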
# AddAB inh: less growth of phage-infected E. coli with AddAB; inhibition, % at 11.9 µM; E. coli expressing H. pylori AddAB, absorbance growth; actives 0.29% (n = 330,000); in the data active means inhibition above about 12%;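 further: 0% = vehicle wells of infected cells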
# An asterisk follows results filed as active; . = no result given; & = joins results of further samples.
# Order of results: PfHsp90 set2	HTR5A ag	HTR5A inv ag	E coli growth	SUMO Mot1 rescue	MOR-DOR inv ag	OPRM1-OPRD1 ag	phage Ecoli inh	Pemphigus Ab inh	PKA-R1A act	AddAB inh
> CCOc1ccc(/C=C2\SC(=S)N(CC(=O)NCCCN3CCOCC3)C2=O)cc1
 : 9	4	-11	0.2	-1	-21	2.6	0.1	102	-7	-0.4
> COCC(C)n1c(SCc2nc3ccccc3c(=O)[nH]2)nc2ccccc2c1=O (stereo not given)
 : -9	4	-11	0.0	2	3	-0.6	2.9	104	-1	-0.2
> CCOC(=O)C(=O)NCC(c1ccco1)S(=O)(=O)c1cccs1 (stereo not given)
 : -21	3	-2	-0.4	-11	16	-3.2	2.2	102	1	3.0
> CCSc1nc2ccccc2n1Cc1ccccc1F
 : .	1	11	-2.7	-6	1	-0.2	3.4	107	-4	1.8
> CCN(CC(=O)Nc1c(F)cccc1F)C(=O)Cc1csc(-c2ccccc2)n1
 : .	5	6	1.2	7	18	-3.3	3.3	97	-15	-1.2
> CCCC[n+]1ccn(-c2nc3ccccc3nc2[N-]S(=O)(=O)c2ccc(Br)cc2)c1
 : -11	-5	-9	-0.6	-14	11	-2.3	0.1	96	4	0.4
> O=C(/C=C/c1cn(-c2ccccc2)nc1-c1cccnc1)NCCN1CCOCC1
 : 15	7	-20	0.6	-7	7	-1.4	-0.4	95	-15	3.2
> O=C(O)c1ccc(N2C(=O)c3[nH]nc(-c4ccccc4)c3C2c2ccccc2)cc1 (stereo not given)
 : 24	2	-6	0.8	-14	14	-3.1	3.0	100	-20	-1.3
> Cn1c(NCc2ccccc2)nc2c1c(=O)n(Cc1ccccc1)c(=O)n2C
 : 5	-2	5	-0.2	-15	13	-3.0	-0.1	103	-12	-1.9
> Cc1cc(NC(=O)CSc2nc3c(C)cccc3cc2C#N)no1
 : 2	4	-11	1.8	1	-28	5.0	-0.6	114	-6	1.1
> O=C(O)C1CCCCN1C(=O)c1ccc(S(=O)(=O)N2CCCC2)cc1 (stereo not given)
 : .	2	-6	.	.	22	-4.2	0.4	100	-1	.
> COC(=O)C1N2C(=O)[C@@H](NC(=O)COc3ccccc3)[C@H]2SC1(C)C (stereo not given in full)
 : .	3	-5	-1.7	1	14	-2.5	2.5	102	-1	4.6
> Fc1cccc(Cn2cc(C(=S)N3CCCCC3)c3ccccc32)c1
 : -27	-4	-23	1.7	54	-2	0.3	1.8	103	1	1.0
> COc1ccc(NS(=O)(=O)c2ccc(OCC(=O)N3CCOCC3)cc2)cc1
 : -23	-1	14	0.7	-7	14	-2.5	0.8	100	-6	1.9
> Cc1nc(S(=O)(=O)c2ccc(Cl)cc2)c(NCc2ccccc2)o1
 : 19	8	6	-1.6	-14	-6	1.2	0.3	107	-2	-0.5
> CCCn1c(SCC(=O)c2c[nH]c3ccccc23)nnc1-c1ccncc1
 : -30	4	21	0.3	-10	-5	1.1	2.4	118	5	3.0
> CCCCN(C(=O)COC(=O)CSc1cc(C)c2ccccc2n1)c1c(N)n(CCC)c(=O)[nH]c1=O
 : 7	0	3	0.7	2	15	-2.8	-0.5	101	9	-0.3
> Oc1oc(C=Nc2ccc(F)cc2F)c2ccccc12
 : -3	-1	2	0.5	5	12	-2.5	5.2	96	10	1.0
> CC(C)C(=O)NS(=O)(=O)c1ccc(N)cc1
 : 2	-1	-10	1.7	6	1	-0.2	2.5	110	-5	-1.7
> COC(=O)c1nn(-c2ccccc2)c2nnc(Cc3ccc(C)cc3)c(=O)n12
 : -3	4	13	1.0	-10	-6	1.0	-0.3	122	12	-0.3
> Cc1ccc(C)c(N2CCN(C(=O)CCc3nc(-c4ccccc4C(F)(F)F)no3)CC2)c1
 : 9	2	-6	-2.3	.	4	-0.7	-0.7	116	-9	-2.5
> Cc1ccnc(NC(=O)COc2ccc3oc4c(c3c2)CCCC4)c1
 : 4	7	-8	0.5	-7	-4	0.8	1.7	114	-9	-0.7
> S=C(NCc1ccco1)Nc1ccccn1
 : 7	-2	-5	2.6	-4	4	-0.9	0.2	99	10	4.1
> CC1(C)CC(=O)C2=C(C1)Oc1ncn(Cc3ccco3)c(=N)c1C2c1ccccc1 (stereo not given)
 : 6	-8	-1	-0.7	-12	13	-2.2	1.6	104	4	2.4
> CCOc1ccc(-n2c(=O)c3sccc3n(CC(=O)NC3CCCCC3)c2=O)cc1
 : -12	1	-3	0.1	-11	10	-1.8	2.4	94	6	3.5
> Cc1cccc(NC(=O)CCCN2C(=O)c3ccccc3C2=O)n1
 : -10	0	5	0.5	5	8	-1.4	0.7	106	7	1.8
> COc1ccc(NC(=O)CCN2C(=O)C3C4C=CC(C4)C3C2=O)cc1 (stereo not given)
 : .	2	-4	-1.0	-14	10	-2.1	4.6	118	3	2.3
> Cc1ccc(NC(=O)Cc2nnc(N)s2)cc1
 : -4	.	.	1.7	-2	.	.	2.2	96	.	-1.4
> COc1ncccc1C(=O)N1CCC(n2nccc2NC(=O)CC(C)C)CC1
 : -1	5	3	3.4	108	18	-3.4	2.6	111	-6	1.8
> O=C(Cc1ccccc1)NC1CCS(=O)(=O)C1 (stereo not given)
 : 4	7	-21	1.4	16	11	-2.0	1.4	104	-4	0.8
> COc1cccc2c(O)cc(=O)n(C)c12
 : -20	2	12	-3.0	-9	18	-3.4	7.2	112	-3	-0.7
> CCc1ccc(-c2c(C)sc(NC(=O)C3CCC3)c2C#N)cc1
 : -9	3	-16	0.9	112	6	-1.1	2.0	111	-2	2.0
> COc1ccccc1-n1c(SCC(=O)Nc2cccc(S(N)(=O)=O)c2)nc2ccccc2c1=O
 : 11	1	-3	0.0	-3	0	0.1	5.5	98	1	1.5
> CCC(CO)N=C1CC(C)(C)CC(=O)/C1=C(/O)CCCN1C(=O)c2ccccc2C1=O (stereo not given)
 : .	-1	3	-1.0	-13	9	-1.9	-1.1	120	-8	-0.2
> Cn1c(=O)c2c(nc(NCc3ccc4c(c3)OCO4)n2Cc2ccc(F)cc2)n(C)c1=O
 : .	10	-23	-2.9	-5	-4	0.8	3.9	98	2	-0.7
> Brc1ccc2c(c1)OCCOCCOCCOCCOCCOCCO2
 : 18	2	-2	-2.1	14	9	-1.7	2.3	78	-5	0.1
> Cc1ccc(-n2c(SCC(=O)N(C)C3CCS(=O)(=O)C3)nc3ccccc3c2=O)c(C)c1 (stereo not given)
 : 19	-4	15	-0.3	-7	4	-0.9	2.2	.	-9	-1.6
> CCOCCCNC(=O)N1CCOCC1
 : 6	-2	1	1.2	16	7	-1.4	5.0	100	3	3.4
> COc1ccccc1S(=O)(=O)Cc1ccc(C(=O)NCCN(C)C)o1
 : .	1	-4	-1.2	-5	0	0.1	2.6	108	0	4.0
> NC(=O)c1ccsc1NC(=O)CSc1ncnc2sccc12
 : -6	1	-4	-0.8	-5	10	-2.0	-0.8	.	5	-1.6
> Oc1[nH]c2ccccc2c1C=Nc1ccc2c(c1)OCO2
 : 1	-2	-12	0.4	-5	0	-0.1	1.4	120	-3	1.5
> O=C(O)CCC(=O)NNc1nc2ccccc2nc1-c1ccccc1
 : .	-1	12	-0.6	.	-5	0.9	-0.8	132	3	3.0
> CCOC(=O)[C@@H]1[C@H]2COc3ccccc3[C@@H]2N2C(=O)N(c3ccc(Br)cc3)C(=O)[C@]12C
 : 7	4	-36	-2.5	-6	11	-2.1	2.9	101	-2	-0.1
> COc1cccc(C(=O)N/N=C/C(Br)=C/c2ccccc2)c1
 : 20	3	32	2.3	47	-12	2.8	2.2	98	-4	8.8
> Cc1ccc(NC(=O)COC(=O)c2c(C)nn(-c3ccccc3)c2C)cc1
 : 1	-4	9	-0.3	0	-3	0.8	-0.9	108	-5	0.4
> O=C(CSc1nnc(-c2cccnc2)o1)Nc1cccc(F)c1
 : 14	9	-26	-0.5	-3	0	0.1	5.6	81	2	-2.9
> COc1ccc(C(CC(=O)O)N2Cc3ccccc3C2=O)cc1OC (stereo not given)
 : 15	-2	8	-0.6	155	-7	1.6	2.9	92	-2	0.4
> C=C1C[C@]23C[C@@]1(O)CC[C@H]2[C@@]12C=C[C@H](O)[C@@](C)(C(=O)O1)[C@H]2[C@@H]3C(=O)O
 : 5&-20	0&2	-24&-9	-1.5&0.3	-10&1	12&17	-2.2&-3.1	3.3&1.5	100&100	-4&0	0.6&-0.3
> O=C(CN(C(=O)c1csnn1)c1ccc(F)cc1)NCc1ccc(F)cc1
 : 6	4	1	2.0	-14	12	-2.3	3.8	100	7	0.3

# Not a retest: 6 of the compounds above.
# Order of results: PfHsp90 set2	HTR5A ag	HTR5A inv ag	E coli growth	SUMO Mot1 rescue	MOR-DOR inv ag	OPRM1-OPRD1 ag	phage Ecoli inh	Pemphigus Ab inh	PKA-R1A act	AddAB inh
> O=C(O)CCC(=O)NNc1nc2ccccc2nc1-c1ccccc1
 : .	-1	12	-0.6	.	-5	0.9	-0.8	132	3	3.0
> CCOC(=O)[C@@H]1[C@H]2COc3ccccc3[C@@H]2N2C(=O)N(c3ccc(Br)cc3)C(=O)[C@]12C
 : 7	4	-36	-2.5	-6	11	-2.1	2.9	101	-2	-0.1
> COc1cccc(C(=O)N/N=C/C(Br)=C/c2ccccc2)c1
 : 20	3	32	2.3	47	-12	2.8	2.2	98	-4	8.8
> Cc1ccc(NC(=O)COC(=O)c2c(C)nn(-c3ccccc3)c2C)cc1
 : 1	-4	9	-0.3	0	-3	0.8	-0.9	108	-5	0.4
> O=C(CSc1nnc(-c2cccnc2)o1)Nc1cccc(F)c1
 : 14	9	-26	-0.5	-3	0	0.1	5.6	81	2	-2.9
> COc1ccc(C(CC(=O)O)N2Cc3ccccc3C2=O)cc1OC (stereo not given)
 : 15	-2	8	-0.6	155	-7	1.6	2.9	92	-2	0.4
